VP16 counter = Gal4-VP16 reporter inhibition counter-screen. Drosophila S2 Gal4-VP16 UAS-luciferase, luminescence, 20 h. Potency, µM (top dose mostly 53.6 µM), for the others: at the top dose activity, negative = inhibition, actives largely listed as inhibitors. 3.5% of 310,000 active;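 note: Gal4-VP16 expression switched on by copper sulfate through the metallothionein promoter; potency is the fitted concentration of half-maximal effect; % is set by controls: 0 for no effect and ±100 for the full control effect; nearly all actives have a fitted effect of over 50% in size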
NPC1 promoter act = activators of NPC1 promoter; Huh7 NPC1 promoter luciferase reporter, 24 h; Potency, µM (top dose mostly 9.22 µM), inactives show top-dose activation, usual class: activators; 2.4% of 320,000 active; AID 485313;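 note: potency is the fitted concentration of half-maximal effect; % of control where 0% means no effect; nearly all actives have a fitted effect of over 60% in size; reporter is driven by a mutant NPC1 promoter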
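Huh7 reporter cells (NPC1 promoter driving luciferase) are dosed with compound for 24 h at 37 °C, 5% CO2; luciferase detection reagent is then added and luminescence measured after 10 min at ambient temperature.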
FLuc counter = firefly luciferase modulation, counter-screen for miR-21 project; P08659; purified FLuc, Km substrates, luminescence inhibition; Potency, µM (titrated, usually from 57.5 µM), inactives show at the highest dose activity change, negative = inhibition, most hits filed as inhibitors; 6.9% of 360,000 active; AID 588342;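 note: potency is the fitted concentration of half-maximal effect; plate controls were vehicle for no effect and reference inhibitor for full effect; nearly all actives have a fitted effect of over 55% in size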
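Purified P. pyralis luciferase, 10 nM final, with Km-level 10 uM D-luciferin and 10 uM ATP in 50 mM Tris acetate pH 7.5, 10 mM Mg acetate, 0.01% Tween-20, 0.05% BSA; 6-point qHTS titration about 60 µM downward; luminescence read.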
TRPV1 agonist = agonists of human vanilloid receptor 1 (TRPV1); Q8NER1; TRPV1-expressing cells, Fluo-8 calcium influx, agonist mode; activation, % at 8.33 µM; 0.19% of 320,000 active; AID 540275; in the data active = activation above about 80%; inconclusive = between about 30% and that limit; note: 0% is about no effect
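Cells expressing TRPV1 were dye-loaded with Fluo-8 and read kinetically: 10 s baseline, 3 min after compound (agonist portion), then 2 min after EC20 capsaicin (allosteric enhancer portion). Calcium-bound dye fluorescence at 480/520 nm.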
ELG1 genotoxic = induces genotoxicity in HEK293T cells with luciferase-tagged ELG1; HEK293T ELG1-luciferase reporter, luminescence, 16 h; Potency, µM (doses to about 46 µM), for inactives: at the top dose activity change, positive = activation, actives largely listed as activators; 1.3% of 330,000 active; note: potency is the fitted concentration of half-maximal effect; % of control where 0% means no effect; nearly all actives have a fitted effect of over 60% in size
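ELG1-luciferase HEK293T cells, 2,000/well; compound pinned in; 16 hr, 37 °C, 5% CO2; ONE-Glo, 30 min RT; luminescence on CCD imager.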
ELG1 DNA repair = blocks ELG1-dependent DNA repair in HEK293T cells; Potency, µM (top dose mostly 46.1 µM), without a hit: top-dose activity change, negative = inhibition, usual class: inhibitors; HEK293T ELG1-luciferase reporter, luminescence, 16 h; DNA damage induced by 5-fluorouridine; 2.3% of 330,000 active; AID 504467; note: potency is the fitted concentration of half-maximal effect; % is set by controls: 0 for no effect and ±100 for the full control effect; nearly all actives have a fitted effect of over 55% in size
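HEK293T cells expressing luciferase-tagged ELG1 (2,000/well) received 5-Fluorouridine plus compound or DMSO for 16 hr at 37 °C. Luciferase was read by ONE-Glo luminescence after 30 min at room temperature.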
Tb PFK inh = inhibitors of T. brucei phosphofructokinase; T. brucei PFK, ADP-Glo luminescence; Potency, µM (titrated, usually from 57.5 µM), inactives show top-dose activity, negative = inhibition, hits mostly inhibitors; 0.17% of 330,000 active;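 note: potency is the fitted concentration of half-maximal effect; 0% = uninhibited 1x PFK enzyme wells and -100% = no-enzyme wells; nearly all actives have a fitted effect of over 60% in size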
Target sequence (O15648 whole entry, looked up): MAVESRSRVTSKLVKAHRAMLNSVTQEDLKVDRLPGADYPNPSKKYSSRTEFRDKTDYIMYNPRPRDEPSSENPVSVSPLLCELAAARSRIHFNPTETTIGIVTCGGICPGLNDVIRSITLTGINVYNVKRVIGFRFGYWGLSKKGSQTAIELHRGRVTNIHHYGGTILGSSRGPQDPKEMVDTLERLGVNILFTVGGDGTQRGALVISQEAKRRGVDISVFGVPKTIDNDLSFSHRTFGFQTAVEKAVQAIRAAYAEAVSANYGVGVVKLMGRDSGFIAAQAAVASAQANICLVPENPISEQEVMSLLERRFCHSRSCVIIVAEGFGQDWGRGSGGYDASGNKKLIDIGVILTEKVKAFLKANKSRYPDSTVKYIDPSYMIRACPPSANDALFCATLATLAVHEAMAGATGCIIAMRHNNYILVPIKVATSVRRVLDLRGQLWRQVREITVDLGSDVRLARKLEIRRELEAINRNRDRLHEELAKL
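Compounds were pin-transferred as a titration series up to 57 uM into substrate buffer (0.5 mM F6P, 0.1 mM ATP, pH 8.0), then 1.25 nM PFK was added and reactions ran 45 min before ADP-Glo detection.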
RORgamma inh = blocks mouse ROR gamma transcriptional activity. P51450. Drosophila S2 Gal4-RORgamma UAS-luciferase reporter, 20 h. Potency, µM (top dose mostly 53.6 µM), for the others: at the highest dose activity change, negative = inhibition, usual class: inhibitors. 5.4% of 310,000 active; note: potency is the fitted concentration of half-maximal effect; % is set by controls: 0 for no effect and ±100 for the full control effect; nearly all actives have a fitted effect of over 60% in size
Target sequence (P51450 whole entry, looked up, the tested form may be a part): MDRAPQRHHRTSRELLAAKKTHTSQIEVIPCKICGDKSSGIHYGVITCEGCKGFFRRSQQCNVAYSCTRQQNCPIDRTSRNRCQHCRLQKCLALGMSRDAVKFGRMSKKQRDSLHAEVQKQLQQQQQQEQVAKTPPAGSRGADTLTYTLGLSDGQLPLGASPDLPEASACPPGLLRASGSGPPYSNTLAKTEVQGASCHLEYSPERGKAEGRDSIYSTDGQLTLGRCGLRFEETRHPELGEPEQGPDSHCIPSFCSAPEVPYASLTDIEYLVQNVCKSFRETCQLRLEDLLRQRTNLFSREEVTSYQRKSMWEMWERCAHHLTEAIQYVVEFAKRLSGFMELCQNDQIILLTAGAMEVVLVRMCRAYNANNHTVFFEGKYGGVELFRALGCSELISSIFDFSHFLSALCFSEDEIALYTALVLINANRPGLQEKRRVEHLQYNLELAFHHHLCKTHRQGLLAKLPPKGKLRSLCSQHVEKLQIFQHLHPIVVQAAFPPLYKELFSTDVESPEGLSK
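Stable Schneider cell line, Gal4 DNA-binding domain fused to ROR gamma, UAS-luciferase. Cmpd 1 hr RT → CuSO4 700 uM final → 20 hr RT → luciferase reagent 10 min → luminescence.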
Rab9 prom act = Rab9 promoter activation. Huh7 Rab9 promoter-luciferase reporter, luminescence, 24 h. Potency, µM (series often up to 9.22 µM), for inactives: at the highest dose activation, negative = inhibition, usual class: activators. 2.8% of 320,000 active; note: potency is the fitted concentration of half-maximal effect; % of control where 0% means no effect; nearly all actives have a fitted effect of over 60% in size
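Huh7 cells stably carrying a Rab9 promoter-luciferase reporter, 1500 cells per well in OP-MEM I with 10% FBS, treated with compound 24 hours at 37C. Luciferase activity read by luminescence after 10 minutes with Amplite reagent.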
p53 reactivation = restores transcriptional activity of mutant p53. 0.063% of 320,000 active. Potency, µM (series often up to 92.2 µM), for inactives: at the top dose activity change, positive = activation, hits mostly activators. AID 504706. H1299 p53-A138V BP100-luciferase reporter, luminescence, 24 h; note: potency is the fitted concentration of half-maximal effect; % of control where 0% means no effect; nearly all actives have a fitted effect of over 45% in size
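H1299 (p53-null), stable ts p53-A138V + BP100-Luc; 1000 cells/well, Opti-MEM/10% FBS; cpd 4 pt, 1:5; 24 h, 37 deg C, 5% CO2; detection reagent 10 min RT; luminescence.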
BRCA1 expr act = BRCA1 expression activation. MCF7-BRCA1-FFLuc reporter, luminescence, 48 h; response scale: scaled: vehicle 0%, 10 µM genistein 100%. Potency, µM (highest dose often 46.1 µM), inactives show at the top dose activation, hits mostly activators. 1.1% of 380,000 active. AID 624202; note: potency is the fitted concentration of half-maximal effect; nearly all actives have a fitted effect of over 80% in size; some results filed as inactive show a strong effect at the top dose
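Compounds are tested at multiple concentrations on MCF7 BRCA1-luciferase reporter cells seeded at 2000 per well; after 48 h, a single luminescence end-point is taken and curves fitted to the normalized data.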
* = called active by the depositor; [ ] = dose if it differs, or a comment. Unless noted, calls come from the whole dose curve; as a rule, active = well fitted curve in the direction sought with a large enough effect; inconclusive = small, poorly fitted or top-dose-only effect, or another doubt; inactive = no such curve, though single readings can be large; an effect the other way counts as inactive or inconclusive.

What do the screens show for `Cc1cccc[n+]1C1C(c2ccccc2)C(C#N)=C(C(=C=[N-])C#N)NC1(O)C1CC1` (configuration not stated)?
VP16 counter: -3%; NPC1 promoter act: 0%; FLuc counter: 1%; ELG1 genotoxic: -1%; ELG1 DNA repair: 2%; Tb PFK inh: 1%; RORgamma inh: -3%; Rab9 prom act: 15%; p53 reactivation: 6%; BRCA1 expr act: -20%

How did COc1cc(CC(NC(C)=O)C(=O)NC2CCN(C(=O)C3CC3)CC2)cc(OC)c1 (configuration not stated) do in these assays?
VP16 counter: 0%; NPC1 promoter act: -11%; FLuc counter: 1%; TRPV1 agonist: 1; ELG1 genotoxic: 0%; ELG1 DNA repair: 7%; Tb PFK inh: 14%; RORgamma inh: -11%; Rab9 prom act: 0%; p53 reactivation: -4%; BRCA1 expr act: 9%

Results for COC(=O)Nc1c(-c2ccccc2)nc2ccccn12 ?
VP16 counter: -17%; NPC1 promoter act: 0%; FLuc counter: 2%[2.3 µM]; TRPV1 agonist: 1; ELG1 genotoxic: 0%; ELG1 DNA repair: -1%; Tb PFK inh: -13%; RORgamma inh: 18%; Rab9 prom act: 1%; p53 reactivation: -5%; BRCA1 expr act: 4%

How did O=C(COC(=O)c1cc(-c2ccc(Cl)s2)nc2ccccc12)NCc1ccco1 do in these assays?
VP16 counter: -7%; NPC1 promoter act: 13%; FLuc counter: inconclusive; TRPV1 agonist: inconclusive; ELG1 genotoxic: -3%; ELG1 DNA repair: -3%; Tb PFK inh: 9%; RORgamma inh: -20%; Rab9 prom act: 2%; p53 reactivation: inconclusive; BRCA1 expr act: 13%

How did O=C1Nc2ccc(Br)cc2C1=Nc1cccnc1 do in these assays?
VP16 counter: 1%; NPC1 promoter act: -7%; FLuc counter: 0%; TRPV1 agonist: 2; ELG1 genotoxic: -3%; ELG1 DNA repair: inconclusive; Tb PFK inh: -8%; RORgamma inh: -2%; Rab9 prom act: -2%; p53 reactivation: 15%; BRCA1 expr act: -58%

How did CC(C)Cc1nnc(NC(=O)CCC(=O)Nc2ccc3cn[nH]c3c2)s1 do in these assays?
VP16 counter: -22%; NPC1 promoter act: -4%; FLuc counter: 0%; TRPV1 agonist: -1; ELG1 genotoxic: -4%; ELG1 DNA repair: inconclusive; Tb PFK inh: 1%; RORgamma inh: 4%; Rab9 prom act: -7%; p53 reactivation: 1%; BRCA1 expr act: -9%

Results for CCN(CC)S(=O)(=O)c1ccc(N2CCCC2)c(NC(=O)CC(C)(C)C)c1 ?
VP16 counter: -4%; NPC1 promoter act: 5%; FLuc counter: -2%; TRPV1 agonist: inconclusive; ELG1 genotoxic: -3%; ELG1 DNA repair: -4%; Tb PFK inh: -2%; RORgamma inh: 4%; Rab9 prom act: -1%; p53 reactivation: -3%; BRCA1 expr act: 0%

Results for c1ccc2c(c1)CCCN2c1nc(N2CCOCC2)nc(N2CCOCC2)n1 ?
VP16 counter: -1%; NPC1 promoter act: -5%; FLuc counter: 0%; TRPV1 agonist: inconclusive; ELG1 genotoxic: -7%; ELG1 DNA repair: 8.2µM*; Tb PFK inh: -1%; RORgamma inh: 1%; Rab9 prom act: -8%; p53 reactivation: 19%; BRCA1 expr act: -26%

Results for COC(=O)c1ccc(/C=N/NC(=O)CNc2cccc(C)c2)cc1 ?
VP16 counter: -2%; NPC1 promoter act: 0%; FLuc counter: -1%; TRPV1 agonist: 11; ELG1 genotoxic: -2%; ELG1 DNA repair: 1%; Tb PFK inh: -10%; RORgamma inh: -4%; Rab9 prom act: -7%; p53 reactivation: -2%; BRCA1 expr act: -45%

Results for CC(=O)N1c2ccc(S(=O)(=O)N3CCC(C(=O)NC4CCCCC4)CC3)cc2CC1C (configuration not stated) ?
VP16 counter: -9%; NPC1 promoter act: -5%; FLuc counter: 2%; TRPV1 agonist: 1; ELG1 genotoxic: 0%; ELG1 DNA repair: 1%; Tb PFK inh: 0%; RORgamma inh: 2%; Rab9 prom act: -3%; p53 reactivation: -8%; BRCA1 expr act: 0%

Results for Nc1ccc(Sc2ccc([N+](=O)[O-])cc2)cc1 ?
VP16 counter: -2%; NPC1 promoter act: 2%; FLuc counter: inconclusive; TRPV1 agonist: 6; ELG1 genotoxic: -7%; ELG1 DNA repair: 6%; Tb PFK inh: 4%; RORgamma inh: 22%; Rab9 prom act: -3%; p53 reactivation: -1%; BRCA1 expr act: -6%

Results for Cc1nn(-c2ccc([N+](=O)[O-])cc2)c(N)c1-c1ccccc1 ?
VP16 counter: -2%; NPC1 promoter act: 1.6µM*; FLuc counter: 7.6µM*; TRPV1 agonist: 3; ELG1 genotoxic: inconclusive; ELG1 DNA repair: inconclusive; Tb PFK inh: -5%; RORgamma inh: inconclusive; Rab9 prom act: 1.3µM*; p53 reactivation: 0%; BRCA1 expr act: inconclusive

What do the screens show for `Cn1cccc1CNC(=S)Nc1cc(F)cc(F)c1`?
VP16 counter: -13%; NPC1 promoter act: 4%; FLuc counter: -3%; TRPV1 agonist: -3; ELG1 genotoxic: -5%; ELG1 DNA repair: 0%; Tb PFK inh: -9%; RORgamma inh: 3%; Rab9 prom act: 14%; p53 reactivation: -4%; BRCA1 expr act: -13%

Results for COc1ccc(C2C(C(C)=O)=C(O)C(=O)N2CCCn2ccnc2)cc1 (configuration not stated) ?
VP16 counter: -4%; NPC1 promoter act: -1%; FLuc counter: 1%; TRPV1 agonist: -2; ELG1 genotoxic: -1%; ELG1 DNA repair: 0%; Tb PFK inh: -1%; RORgamma inh: 2%; Rab9 prom act: -7%; p53 reactivation: 10%; BRCA1 expr act: 0%

How did CC1(c2ccc3ccccc3c2)NC(=O)N(CC(=O)Nc2cccc(S(=O)(=O)N3CCOCC3)c2)C1=O (configuration not stated) do in these assays?
VP16 counter: 4%; NPC1 promoter act: -1%; FLuc counter: 0%; TRPV1 agonist: 2; ELG1 genotoxic: -7%; ELG1 DNA repair: inconclusive; Tb PFK inh: -2%; RORgamma inh: 8%; Rab9 prom act: -1%; p53 reactivation: 4%; BRCA1 expr act: -86%

Results for Cc1ccc(Oc2coc3cc(O)ccc3c2=O)cc1 ?
VP16 counter: -3%; NPC1 promoter act: 25%; FLuc counter: inconclusive; TRPV1 agonist: -2; ELG1 genotoxic: inconclusive; ELG1 DNA repair: inconclusive; Tb PFK inh: 2%; RORgamma inh: -7%; Rab9 prom act: 25%; p53 reactivation: 18%; BRCA1 expr act: 65%

Results for C=CCNC(=S)N(CC)c1cccc2ccccc12 ?
VP16 counter: inconclusive; NPC1 promoter act: -9%; FLuc counter: -1%; TRPV1 agonist: 1; ELG1 genotoxic: -2%; ELG1 DNA repair: 1%; Tb PFK inh: 2%; RORgamma inh: 7.1µM*; Rab9 prom act: -2%; p53 reactivation: -3%; BRCA1 expr act: -16%

How did CCCc1cc(=O)[nH]c(SCC(=O)Nc2ccc3c(c2)CCC3)n1 do in these assays?
VP16 counter: -3%; NPC1 promoter act: -3%; FLuc counter: -15%; TRPV1 agonist: 2; ELG1 genotoxic: 3%; ELG1 DNA repair: 14%; Tb PFK inh: 0%; RORgamma inh: -1%; Rab9 prom act: -2%; p53 reactivation: 1%; BRCA1 expr act: 0%

What do the screens show for `COc1ccc(C(=O)NCCNc2ccc([N+](=O)[O-])cc2)cc1OC`?
VP16 counter: inconclusive; NPC1 promoter act: 2%; FLuc counter: -2%; TRPV1 agonist: -3; ELG1 genotoxic: 0%; ELG1 DNA repair: -6%; Tb PFK inh: -1%; RORgamma inh: inconclusive; Rab9 prom act: -5%; BRCA1 expr act: -7%

Results for O=C(c1cccs1)N1CCC(c2nc3c(nnn3Cc3ccccc3)c(=O)[nH]2)CC1 ?
VP16 counter: 5%; NPC1 promoter act: 5%; FLuc counter: 3%; TRPV1 agonist: -1; ELG1 genotoxic: 7%; ELG1 DNA repair: 9%; Tb PFK inh: 3%; RORgamma inh: inconclusive; Rab9 prom act: -1%; p53 reactivation: 12%; BRCA1 expr act: -10%

Random excerpt: 2 records from the list
Results for COC(=O)Nc1c(-c2ccccc2)nc2ccccn12 ?
VP16 counter: -17%; NPC1 promoter act: 0%; FLuc counter: 2%[2.3 µM]; TRPV1 agonist: 1; ELG1 genotoxic: 0%; ELG1 DNA repair: -1%; Tb PFK inh: -13%; RORgamma inh: 18%; Rab9 prom act: 1%; p53 reactivation: -5%; BRCA1 expr act: 4%

Results for CCN(CC)S(=O)(=O)c1ccc(N2CCCC2)c(NC(=O)CC(C)(C)C)c1 ?
VP16 counter: -4%; NPC1 promoter act: 5%; FLuc counter: -2%; TRPV1 agonist: inconclusive; ELG1 genotoxic: -3%; ELG1 DNA repair: -4%; Tb PFK inh: -2%; RORgamma inh: 4%; Rab9 prom act: -1%; p53 reactivation: -3%; BRCA1 expr act: 0%
